Luc counter: blocks Kinase-Glo luciferase, a counter-screen artifact | Q27757 | Potency, µM (series often up to 38.3 µM), inactives show top-dose activity change, negative = inhibition, usual class: inhibitors | Kinase-Glo luciferase, ATP luminescence, 8 min | actives 0.28% (n = 200,000) | AID 1379; note: potency is the fitted concentration of half-maximal effect; % is set by controls: 0 for no effect and ±100 for the full control effect; nearly all actives have a fitted effect of over 60% in size
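Light output from Kinase-Glo luciferase with luciferin and 10 uM ATP in 50 mM imidazole pH 7.2, KCl, MgCl2, Tween 20, BSA; compound pin-delivered, 8-min ambient incubation, then luminescence read.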
CBFb RUNX1 block: inhibitors of human CBF-beta and RUNX1 interaction; Q01196+Q13951; AlphaScreen CBFb-His/RUNX1-biotin binding, biochemical; Potency, µM (doses to about 59.8 µM), for inactives: top-dose activity, negative = inhibition, most hits filed as inhibitors; 230,000 tested, under 10 active; note: % of control where 0% means no effect
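Inhibition was taken as any reduction in AlphaScreen signal from the CBF-beta–RUNX1 pair (His and biotin tags, 30 nM each), measured after compound (15 min) and bead (90 min) incubations at room temperature.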
Epigenetic derep: epigenetic control regulation, reporter derepression | actives 0.2% (n = 280,000) | Potency, µM (highest dose often 53.9 µM), without a hit: at the highest dose GFP activation, usual class: activators | murine LDR cells, GFP reporter derepression, 30 h; note: potency is the fitted concentration of half-maximal effect; % of control where 0% means no effect; nearly all actives have a fitted effect of over 60% in size
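Murine LDR cells bearing a silenced CMV-driven GFP reporter were exposed to compound for 30 h at 37 C. After PBS washes, GFP-positive cells (20-120 um objects) counted by laser-scanning microplate cytometry.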
IMPase Li cell: cell-permeable IMPase inhibitors with lithium potentiation. CHO-M1 cells, IP1 TR-FRET (IP-One), carbachol + lithium. Potency, µM (top dose mostly 59.4 µM), without a hit: at the highest dose activity, negative = IMPase inhibition, usual class: inhibitors. actives 0.35% (n = 210,000);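 note: IP1 builds up when IMPase is blocked and the TR-FRET signal falls; potency is the fitted concentration of half-maximal effect; plate controls were basal vehicle for no effect and high inhibitor control for full effect; nearly all actives have a fitted effect of over 50% in size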
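Readout is a homogeneous TR-FRET IP1 immunoassay (Ex 320, Em 665 and 620), where raised cytosolic IP1 lowers signal. Cells were CHO-M1 treated 30 min at 37C with test compounds plus a little lithium; AC50 values came from Hill-equation fitting.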
NPSR antagonist: blocks cAMP signaling of the human neuropeptide S receptor; Q6W5P4; CHO-NPSR cells, cAMP TR-FRET, antagonist mode; Potency, µM (highest dose often 38.3 µM), for inactives: top-dose activity change, negative = inhibition, actives largely listed as inhibitors; actives 1% (n = 220,000); note: potency is the fitted concentration of half-maximal effect; % is set by controls: 0 for no effect and ±100 for the full control effect; nearly all actives have a fitted effect of over 50% in size; many of its hits are not listed in these tables
L3MBTL1 inh: inhibitors of human L3MBTL1; AID 485360; AlphaScreen L3MBTL1–H3K9me1 peptide binding; Q9Y468; Potency, µM (top dose mostly 57.1 µM), inactives show at the top dose activity, negative = inhibition, actives largely listed as inhibitors; actives 0.66% (n = 230,000); note: potency is the fitted concentration of half-maximal effect; % is set by controls: 0 for no effect and ±100 for the full control effect; nearly all actives have a fitted effect of over 60% in size
Target sequence (Q9Y468 whole entry, looked up): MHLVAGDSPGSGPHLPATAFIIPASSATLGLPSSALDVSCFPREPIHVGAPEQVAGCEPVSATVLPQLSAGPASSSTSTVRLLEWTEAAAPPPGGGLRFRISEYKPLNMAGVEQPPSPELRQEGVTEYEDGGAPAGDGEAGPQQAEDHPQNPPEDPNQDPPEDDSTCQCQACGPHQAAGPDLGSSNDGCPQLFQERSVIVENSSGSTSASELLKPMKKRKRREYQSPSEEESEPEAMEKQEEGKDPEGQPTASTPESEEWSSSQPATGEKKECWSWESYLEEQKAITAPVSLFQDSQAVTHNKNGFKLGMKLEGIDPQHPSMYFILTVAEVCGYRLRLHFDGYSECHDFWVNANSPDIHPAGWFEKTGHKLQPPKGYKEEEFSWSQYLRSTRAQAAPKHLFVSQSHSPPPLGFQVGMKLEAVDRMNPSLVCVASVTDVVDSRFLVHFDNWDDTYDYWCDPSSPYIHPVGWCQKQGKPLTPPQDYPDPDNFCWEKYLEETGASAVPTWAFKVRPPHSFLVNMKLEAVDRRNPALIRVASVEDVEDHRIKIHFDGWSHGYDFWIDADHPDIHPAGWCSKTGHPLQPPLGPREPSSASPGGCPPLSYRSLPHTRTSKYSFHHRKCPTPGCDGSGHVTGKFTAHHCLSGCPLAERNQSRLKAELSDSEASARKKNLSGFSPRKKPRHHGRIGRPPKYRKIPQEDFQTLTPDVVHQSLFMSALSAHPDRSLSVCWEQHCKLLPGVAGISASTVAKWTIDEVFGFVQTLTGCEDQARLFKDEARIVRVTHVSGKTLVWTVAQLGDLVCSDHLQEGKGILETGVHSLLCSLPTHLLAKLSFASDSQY
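Displacement of a biotinylated histone H3(1-15) peptide monomethylated at Lys9 (75 nM) from L3MBTL1 (50 nM) was measured by AlphaScreen after a 30 min room-temperature compound incubation; cefsulodin titration served as intraplate control.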
HttQ103 aggreg: inhibitors of mutant huntingtin aggregate formation in PC12 cells; PC12 HttQ103-GFP aggregates, Acumen cytometry, 40 h; Potency, µM (highest dose often 46.1 µM), for inactives: at the top dose activity change, negative = inhibition, usual class: inhibitors; actives 1.1% (n = 220,000); AID 1688; note: potency is the fitted concentration of half-maximal effect; % is set by controls: 0 for no effect and ±100 for the full control effect; nearly all actives have a fitted effect of over 60% in size
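Compounds (qHTS titration) were added to PC12 cells expressing an ecdysone-driven HTT exon 1 Q103–GFP fusion after induction with 100 nM tebufenozide. Aggregate formation was measured as GFP objects in cell lysates.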
* = called active by the depositor; u = inconclusive; x = not tested or not shown; & = joins results of further samples; [ ] = another dose, or the depositor's remark. Calls come from the whole dose curve; as a rule, active = well fitted curve in the direction sought with a large enough effect; inconclusive = small, poorly fitted or top-dose-only effect, or another doubt; inactive = no such curve, though single readings can be large; an effect the other way counts as inactive or inconclusive. These rows are one share of the data; count on the stated rates, not on these rows.

Structure | Luc counter | CBFb RUNX1 block | Epigenetic derep | IMPase Li cell | NPSR antagonist | L3MBTL1 inh | HttQ103 aggreg
O=C(NS(=O)(=O)c1ccc(NC(=O)C2CCCO2)cc1)c1ccccc1 (configuration not stated) | 4% | -14% | -0.8% | -3% | 9%[46.1 µM] | u | -11%
CCOC(=O)C1CCCN(c2c(N3CCN(C4CCCCC4)CC3)c(=O)c2=O)C1 (configuration not stated) | -4% | 0% | -1.0% | 6%[38.3 µM] | -8%[46.1 µM] | x | 2%
Cc1ccc(C)c(S(=O)(=O)N2CCN(CC(=O)Nc3ccc4c(c3)CCC4)CC2)c1 | 3% | 3% | -1.8% | 10% | -27% | -6% | -21%
CCCCN(C(=O)CSc1nnnn1C)c1c(N)n(Cc2ccccc2)c(=O)[nH]c1=O | x | 1% | 3.8% | x | 5% | x | 5%[9.22 µM]
O=C(Cn1nc(-c2cccc([N+](=O)[O-])c2)c2ccccc2c1=O)NCC1CCCO1 (configuration not stated) | -6% | -14% | -1.5% | 7% | -1% | 5% | -3%
O=C1/C(=C/c2ccco2)N=C(N2CCCCC2)N1c1ccccc1 | -4% | -3% | -1.3% | 1% | -14% | -9% | 29%
CCN(CC)C(=O)Cn1nc(C)c2ccccc2c1=O | -4% | 1% | 0.0% | 36%[activator][38.3 µM] | u | x | 7%
C/C(=N\Nc1nccnc1Cl)c1c(F)c(F)c(F)c(F)c1F | -1% | -10% | 1.1% | -6% | -32% | 0% | 10%
COC(=O)Cn1c(CCS(=O)(=O)c2ccc(C)cc2)nc2ccccc21 | 1% | 12% | -3.6% | 2% | 3%[46.1 µM] | 1% | 3%
COc1cc(/C=C/C(=O)c2ccc(C)cc2)ccc1OCC#N | 2% | 7% | -1.1% | 6% | 15% | -9% | 6%
CCC(CC)C(=O)Nc1nnc(-c2cccs2)s1 | 0% | 0% | -1.0% | -6%[38.3 µM] | -14%[46.1 µM] | 5% | -10%
Cc1ccc(Cl)c(NC(=O)CN(C)CC(=O)Nc2ccc(F)c(F)c2F)c1Cl | 8% | 2% | 0.0% | -5% | -6% | x | 18%

Structures from the list above with a Cl atom:
Structure | Luc counter | CBFb RUNX1 block | Epigenetic derep | IMPase Li cell | NPSR antagonist | L3MBTL1 inh | HttQ103 aggreg
C/C(=N\Nc1nccnc1Cl)c1c(F)c(F)c(F)c(F)c1F | -1% | -10% | 1.1% | -6% | -32% | 0% | 10%
Cc1ccc(Cl)c(NC(=O)CN(C)CC(=O)Nc2ccc(F)c(F)c2F)c1Cl | 8% | 2% | 0.0% | -5% | -6% | x | 18%

(more compounds)
Structure | Luc counter | CBFb RUNX1 block | Epigenetic derep | IMPase Li cell | NPSR antagonist | L3MBTL1 inh | HttQ103 aggreg
COC(=O)c1c(-n2cnnn2)sc(C)c1C | -1% | 4% | 2.1% | 11%[38.3 µM] | 3%[46.1 µM] | 0% | -6%
CCCCC1C(=O)CC[C@H]2[C@@H]1CC(=O)[C@@H]2C/C=C\CCCC(=O)O (some centres not stated) | 0% | -6% | u | -2% | -31% | 1% | u
CCC(=O)NC(=S)Nc1ccc(NC(=O)c2ccccc2[N+](=O)[O-])cc1 | 4% | -3% | 1.0% | -4% | 2% | 9% | 12%
O=C(CNC(=O)c1ccc(Cl)cc1)OC1CCOC1=O (configuration not stated) | 0% | 13% | -0.2% | 4% | 10% | 6% | 28%
CCCCc1c(O)n(-c2ccccc2)[nH]c1=O | 0%[39.9 µM] | -1% | -4.6% | -7% | x | x | x
O=C(Cn1nnc(-c2ccccc2-n2cnnn2)n1)NCc1ccccc1 | -6% | -2% | -1.0% | 14%[38.3 µM] | -4%[46.1 µM] | x | -10%
NS(=O)(=O)c1ccc(NC(=O)Nc2ccc(S(N)(=O)=O)cc2)cc1 | x | 8% | 1.0% | x | 24% | x | 12%[9.22 µM]
C=CCc1ccccc1OC[C@H](O)CNC(C)C | -2%[17.1 µM] | 20%[21.7 µM] | 1.4%[16.9 µM] | 6% | x | x | x
Clc1ccc(CSc2nnc(-c3cccnc3)n2Cc2ccco2)c(Cl)c1 | -4% | -13% | 7.2% | 1%[38.3 µM] | -23%[46.1 µM] | -26% | -20%
O=C(C1CCN(C2CC(=O)N(Cc3ccccc3)C2=O)CC1)N1CCCCCC1 (configuration not stated) | 1% | -1% | 0.0% | 16%[38.3 µM] | -5%[46.1 µM] | -1% | 15%
CN1CCc2cc(Cl)c(O)cc2[C@@H](c2ccccc2)C1 | -2% | 13% | 1.1%&-1.1%&0.4% | -19%&22% | 9% | x | x
CCOC(=O)Nc1ccc2c(c1)nc(CN1CCCCC1)n2C | -2% | 2% | 1.6% | 15% | 12% | -3% | 8%

Continuation:
Structure | Luc counter | CBFb RUNX1 block | Epigenetic derep | IMPase Li cell | NPSR antagonist | L3MBTL1 inh | HttQ103 aggreg
Cc1nc(-c2ccc(NC(=O)CC(C)C)cc2)cs1 | -11% | -1% | -2.5% | -1% | 0% | -12% | -5%
CCO[C@@H]1OC(C(=O)NCc2ccccc2)=C[C@H](C2CC2)[C@H]1CCCO | x | 13% | -2.0% | 12% | 7% | 4% | 2%[9.22 µM]
COc1ccc(CNC(=O)c2cc3c(s2)CS(=O)C3)cc1 (configuration not stated) | -4% | -1% | 0.9% | -3%[38.3 µM] | -3%[46.1 µM] | x | 21%
O=S(=O)(Nc1ccc2c(c1)nc1n2CCN(Cc2ccccc2)C1)c1ccc(Cl)cc1 | -2% | -12% | -4.3% | -4%[38.3 µM] | -24%[46.1 µM] | -8% | -29%
CCCCc1ccc(N/C(N)=N/c2nc(C)cc(C)n2)cc1 | x | 3% | 1.4% | x | 18%[7.67 µM] | -1% | -15%[9.22 µM]
NC(=O)Cn1cc(C(=O)COc2ccccc2)c2ccccc21 | -3% | 4% | 1.1% | 0% | -1% | 3% | x
CC(=O)NCCN1C(=O)C2C3c4ccccc4C(c4ccccc43)C2C1=O (configuration not stated) | -6% | 1% | -5.3% | -6%[38.3 µM] | 1%[46.1 µM] | x | 2%
C=CCN1C(=O)/C(=C2\SC(N3CCOCC3)=NC2=O)c2cc(Br)ccc21 | -5% | 12% | -7.9% | 23%[38.3 µM] | -16%[46.1 µM] | 2% | 15%
C/C(=N\NC1=N[C@H]2CS(=O)(=O)C[C@H]2S1)c1ccccc1 | x | 4% | 5.7% | x | 10% | x | -13%[9.22 µM]
COc1ccc(C(=O)OC(C(=O)c2ccc(C)cc2)c2ccccc2)cc1 (configuration not stated) | -2% | 19% | 1.1% | 4%[38.3 µM] | u | -3% | -13%
C=CCn1c(O)c(C=Nc2ccc(CN3CCCCC3)cc2)c(=O)[nH]c1=S | x | -3% | 2.4% | x | -22% | 0% | -8%[9.22 µM]
CC(=O)/C(=N\Nc1ccc(Cl)cc1Cl)Sc1cccc2cccnc12 | 0% | -1% | u | 6% | -59% | u | -10%[9.22 µM]

Next part:
Structure | Luc counter | CBFb RUNX1 block | Epigenetic derep | IMPase Li cell | NPSR antagonist | L3MBTL1 inh | HttQ103 aggreg
C/C(=N/NC(=O)CSc1nc2ccccc2n1C)c1ccncc1 | 2% | 13% | 1.1% | 35%[activator] | 0% | 9% | 4%
O=C(CN1C(=O)C2CCCN2c2ncc(Cl)cc21)NCc1ccc2c(c1)OCO2 (configuration not stated) | -1% | 6% | -1.0% | -8%[38.3 µM] | -28%[46.1 µM] | 17% | 11%
CC(=O)Nc1cc(OC(C)=O)c2nonc2c1OC(C)=O | -2% | x | 8.7% | 34%[activator][38.3 µM] | u | 2.5µM* | 7.1µM*
CCOC(=O)c1[nH]c2ccc(OC)cc2c1NC(=O)CCN1CCCC(C)C1 (configuration not stated) | 2% | -1% | 0.0% | 9%[38.3 µM] | -6%[46.1 µM] | 6% | 3%[9.22 µM]
CSc1ccc(OC2CCN(Cc3ccccc3)CC2)cc1 | -1% | -3% | 0.1% | 5% | -10% | -17% | 9%
O=C(O)/C=C/c1cnn(-c2ccccc2)c1 | -9% | 7% | -0.2% | 1% | -14% | 3% | 30%
Cc1csc(NC(=O)c2cc3c(s2)CCCCC3)n1 | u | -1% | 0.0% | 35%[activator][38.3 µM] | -18%[46.1 µM] | x | u
NC(=O)c1nn(-c2ccccc2)nc1NC(=O)CSc1nnnn1-c1ccc(Cl)cc1 | 1% | -1% | 5.9% | 2% | 7% | 0% | -5%
COc1cccc(NC(=O)Nc2ccc3c(c2)nnn3C)c1 | 2% | 1% | -2.0% | -3% | 19%[46.1 µM] | 5% | -9%
Cc1ccc(CNC(=O)C2CC(c3ccccc3F)=NO2)cc1 (configuration not stated) | x | 15% | 2.9% | x | 11% | x | 22%[9.22 µM]
Cc1cccc(C)c1NC(=O)CCCSc1nnc(-c2ccco2)o1 | 14% | 8% | 0.5% | 7%[38.3 µM] | -14%[46.1 µM] | 5% | 2%
Cc1ccc(OCC(=O)N2N=C(c3ccncc3)CC2(O)C(F)(F)F)cc1C (configuration not stated) | x | 6% | 0.0% | x | -25% | 0% | -6%[9.22 µM]

More results
Structure | Luc counter | CBFb RUNX1 block | Epigenetic derep | IMPase Li cell | NPSR antagonist | L3MBTL1 inh | HttQ103 aggreg
Cc1ccc(NCCC(=O)c2cccs2)cc1 | 0% | -4% | -0.2% | 4% | -7% | -25% | -2%
Cc1ccc(-c2nnn(CC(=O)N(CCO)C(C(=O)NC3CCCCC3)c3ccncc3)n2)o1 (configuration not stated) | 4% | -1% | -1.6% | -1% | -1% | -1% | -6%
COC(=O)c1ccc(C(NC(=O)OCc2ccccc2)/C(I)=C/[C@@H](C)C(=O)NCc2ccncc2)cc1 (some centres not stated) | 0% | 1% | 5.2% | 4% | x | x | x
CC(=O)NC1=NN(C(C)=O)C2(S1)C(=O)N(C(C)=O)c1ccc(C)cc12 (configuration not stated) | 0% | 2% | -1.1% | -5% | 11% | x | -16%
CCCC(=O)Nc1ccc(C(=O)O)cc1NC(=O)CCC | 2% | 0% | -1.1% | 24%[38.3 µM] | -4%[46.1 µM] | x | 18%
COc1cccc(C2NC(CC(C)C)(C(=O)O)C3C(=O)N(Cc4ccccc4)C(=O)C23)c1O (configuration not stated) | 6% | -7% | 0.0% | 5%[38.3 µM] | -12%[46.1 µM] | 2% | -9%
Cc1ccc(CN(c2ccc(C(=O)NCc3cccnc3)cc2)S(C)(=O)=O)cc1 | -1% | -1% | 0.1% | 21%[38.3 µM] | -16%[46.1 µM] | x | -3%
O=S(=O)(c1ccc2c(c1)OCCO2)N1CCc2ccccc21 | -3% | 17% | -0.2% | 20% | -14% | 5% | 2%
O=C(Nc1ccc(C(F)(F)F)cc1)c1cnc(N2CCN(c3ccccn3)CC2)c2ccccc12 | -1% | 2% | 1.5% | 5% | -23% | x | -9%

Bioassay records deposited in PubChem by National Center for Advancing Translational Sciences (NCATS).
